Luc counter = blocks Kinase-Glo luciferase, a counter-screen artifact; Q27757; Kinase-Glo luciferase, ATP luminescence, 8 min; Potency, µM (titrated, usually from 38.3 µM), for the others: at the top dose activity change, negative = inhibition, hits mostly inhibitors; AID 1379; 0.28% of 200,000 active; also: potency is read from the fitted curve at half-maximal effect; % is scaled to controls: 0 for no effect and ±100 for the full control effect; nearly all actives have a fitted effect of over 60% in size
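Inhibition of Kinase-Glo luciferase light generation was assessed at 10 uM ATP in pH 7.2 imidazole buffer, with luminescence measured after eight minutes at ambient temperature.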
IMPase Li cell = membrane-permeable IMPase blocker, potentiated with lithium. CHO-M1 cells, IP1 TR-FRET (IP-One), carbachol + lithium. Potency, µM (titrated, usually from 59.4 µM), for the others: top-dose activity, negative = IMPase inhibition, most hits filed as inhibitors. 0.35% of 210,000 active. AID 1457;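 also: IP1 builds up when IMPase is blocked and the TR-FRET signal falls; potency is read from the fitted curve at half-maximal effect; plate controls were basal vehicle for no effect and high inhibitor control for full effect; nearly all actives have a fitted effect of over 50% in size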
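IP1 accumulation measured by competitive TR-FRET in lysed CHO-M1 cells after 30 min compound exposure at 37C, with a small lithium addition to potentiate weak responses. Hill-equation AC50 from ratio and donor-channel data.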
CBFb-RUNX1 inh = blocks binding between human CBF-beta and RUNX1; Q01196+Q13951; AlphaScreen CBFb-His/RUNX1-biotin binding, biochemical; Potency, µM (doses to about 59.8 µM), for inactives: at the top dose activity, negative = inhibition, usual class: inhibitors; 230,000 tested, under 10 active; also: % of control where 0% means no effect
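CBFb-His/RUNX1-biotin, 30 nM each, preincubated 20 min RT; compound 15 min RT; Ni + streptavidin beads 50 ng each, 90 min RT; AlphaScreen read.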
GLA spleen mod = inhibits or activates alpha-galactosidase in human spleen homogenate; P06280; human spleen homogenate, 4MU-alpha-Gal fluorescence, 40 min; Potency, µM (doses to about 80 µM), inactives show at the top dose activity change, negative = inhibition, actives largely listed as inhibitors; 0.008% of 240,000 active;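 also: potency is read from the fitted curve at half-maximal effect; 0% = enzyme with vehicle and -100% = no enzyme basal signal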
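Spleen homogenate 1 ug + cpd (titration) + 4-MU-alpha-D-galactopyranoside 1 mM; 37C 40 min; 50 mM citrate/phosphate pH 5.0, 0.01% Tween-20; stop pH 10; fluorescence 365/440; AC50 via Hill.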
NPSR antagonist = blocks cAMP signaling of the human neuropeptide S receptor; CHO-NPSR cells, cAMP TR-FRET, antagonist mode; Potency, µM (doses to about 38.3 µM), without a hit: at the top dose activity change, negative = inhibition, usual class: inhibitors; 1% of 220,000 active; also: potency is read from the fitted curve at half-maximal effect; % is scaled to controls: 0 for no effect and ±100 for the full control effect; nearly all actives have a fitted effect of over 50% in size; many of its hits are not listed in these tables
Epigenetic derep = epigenetic control regulation, reporter derepression; Potency, µM (doses to about 53.9 µM), without a hit: at the highest dose GFP activation, actives largely listed as activators; murine LDR cells, GFP reporter derepression, 30 h; AID 1865; 0.2% of 280,000 active; also: potency is read from the fitted curve at half-maximal effect; % of control where 0% means no effect; nearly all actives have a fitted effect of over 60% in size
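Derepression of a silenced CMV-GFP reporter in murine LDR cells is scored by enumerating GFP-positive cells with a laser-scanning microplate cytometer after 30 hours of treatment at 37 C.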
LMNA splice mod = changes lamin A minigene splicing in HeLa cells; HeLa LMNA splicing GFP/RFP minigene ratio, 48 h; Potency, µM (doses to about 46.1 µM), without a hit: at the highest dose ratio change, negative = inhibition, actives largely listed as inhibitors; 0.01% of 200,000 active; AID 1487; active = well fitted inhibition curve with a large enough effect in the signal ratio, with a control signal flat, not every such curve was filed as active; inconclusive = small, poorly fitted or top-dose-only effect, or effect the other way, or a change in a side signal; the % refers to the signal ratio; also: potency is read from the fitted curve at half-maximal effect; % is scaled to controls: 0 for no effect and ±100 for the full control effect
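Read-out is the ratio of GFP to DsRed2 object intensity, acquired by 488 nm laser-scanning cytometry on HeLa lamin A-EGFP minigene reporter cells. Compound incubation 48 hrs at 37 °C in Opti-MEM with 2% FBS; DMSO 0.5% final.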
* = called active by the depositor; ? = inconclusive; . = no result given; [ ] = remark or other dose. Unless noted, calls follow the shape of the dose curve; as a rule, active = well fitted curve in the direction sought with a large enough effect; inconclusive = small, poorly fitted or top-dose-only effect, or another doubt; inactive = no such curve, though single readings can be large; an effect the other way counts as inactive or inconclusive. Not all compounds are listed (hit frequency here may not be typical).

SMILES | Luc counter | IMPase Li cell | CBFb-RUNX1 inh | GLA spleen mod | NPSR antagonist | Epigenetic derep | LMNA splice mod
COc1ccc(C)cc1NC(=O)CSc1nnc(-c2ccc(Br)cc2)o1 | -3% | ? | 9% | -6% | ? | -1.3% | 1%
Cc1ccc(C)c(CS(=O)(=O)c2cn(CC(=O)N3CCC(C)CC3)c3ccccc23)c1 | 0% | -1% | -6% | -12% | -16% | 1.1% | -18%
COc1cccc(C(=O)NCCn2ccc3ccccc32)c1 | 0% | 0% | 3% | -6% | -1% | -1.0% | -10%
CCN(CC)c1ccc(/C=N/NC(=O)c2c(Cl)c(C)nn2C)cc1 | -5% | 0% | 9% | 1% | -15% | -0.9% | 7%
CSc1ccccc1NC(=O)c1ccc(Cl)s1 | -9% | 38%[activator][38.3 µM] | 11% | 1% | -27%[46.1 µM] | -0.3% | -8%
Cn1cc(-c2ccccc2)cc(C#N)c1=O | 0% | -3% | -16% | ? | 5% | -0.4% | ?
CC1(C)CC(=O)C2=C(C1)OC(N)=C(C#N)C21CCC2(CC1)OCCO2 | 3% | -2%[38.3 µM] | -2% | 6% | -4%[46.1 µM] | 0.0% | -3%
O=C(Cn1nnc(-c2ccccc2)n1)OCc1csc(-c2ccccc2)n1 | -4% | -6%[38.3 µM] | 29% | -3% | -2%[7.67 µM] | 1.5% | -8%
COc1ccc(CCN2C(=O)CC(Sc3ncccc3C(=O)O)C2=O)cc1OC (centres undefined) | -3% | 26%[38.3 µM] | 14% | 1% | -1%[46.1 µM] | 4.8% | -18%
CCOC(=O)c1c(N)sc(=S)c2c1CCC2 | -8% | -19%[38.3 µM] | ? | 2% | -16%[7.67 µM] | -0.4% | -3%
O=C(O)C1Cc2c([nH]c3ccccc23)C(c2ccccc2)N1 (centres undefined) | . | . | 11%[13.1 µM] | 9%[17.5 µM] | . | 1.1%[10.1 µM] | .
O=C(NCc1ccc2c(c1)OCO2)c1cnc2ccccn2c1=O | -4% | -2% | 3% | -9% | 4%[46.1 µM] | 0.9% | -13%
COc1ccc(/C=C/C(=O)c2ccccc2)cc1Cn1nnc2ccccc21 | -1% | 25% | -13% | -2% | -34% | ? | ?
CCCCC(=O)Nc1ccc(C(=O)NCC(=O)OC)cc1 | -2% | 18%[38.3 µM] | -1% | -4% | -10%[46.1 µM] | 0.0% | -3%
COc1nc(N/N=C/c2ccccc2F)nc(N2CCCCC2)n1 | 3% | 10% | 7% | -1% | -21%[46.1 µM] | -4.6% | -15%
O=C(NCCCN1CCCC1=O)c1cccs1 | 3% | 11%[38.3 µM] | -2% | -5% | 17%[46.1 µM] | -1.0% | -9%
COc1ccc(OCC(=O)N/N=C(\C)c2cc3ccccc3o2)cc1 | -9% | -3% | -5% | 3% | 4% | -2.6% | -3%
COCCNC(=O)CN(c1cc(Cl)ccc1OC)S(=O)(=O)c1ccc(C)c([N+](=O)[O-])c1 | -3% | 10% | -11% | -7% | -10% | 2.2% | 7%[46 µM]
CCOC(=O)c1c(NC(=O)c2ccn(CC)n2)sc2c1CCCC2 | -1% | 42%[activator][38.3 µM] | 5% | 1% | ? | 0.9% | ?
CCN(CC)S(=O)(=O)c1cc(NC(=O)C2Cc3ccccc3C(=O)O2)ccc1C (centres undefined) | . | . | 9% | -4% | -14% | -1.2% | .
CCC1(C)SC(NC(C)=O)=NN1C(C)=O (centres undefined) | -3% | -2% | 2% | -7% | -22% | 0.0% | 22%[46 µM]
COc1cc(CNn2cnnc2)ccc1OCC(=O)NC1CCCCC1 | 3% | 2%[38.3 µM] | 1% | -6% | -7%[46.1 µM] | -1.4% | 8%
CCC1=C2CC[C@H]3C(=O)N(C)C(=O)[C@H]3[C@H]2[C@@]2(Cc3ccccc3)C(=NCCc3c[nH]c4ccccc34)OC(=O)N2C1=O | 0% | -2% | -4% | 9% | . | 0.2% | .
COc1cc2[nH]c(=O)n(Cc3ccc(C(=O)NC4CCN(Cc5ccccc5)CC4)cc3)c(=O)c2cc1OC | 3% | -19% | -1% | -4% | -30% | -2.6% | ?
COc1ccc(C2/C(=C(/O)c3ccc(Cl)cc3)C(=O)C(=O)N2CCN2CCOCC2)c(OC)c1 (centres undefined) | 1% | -19%[38.3 µM] | -3% | -6% | -9%[46.1 µM] | 1.0% | -8%
COC(=O)CC1C(=O)NCCN1C(=S)NC(=O)c1sc2ccccc2c1Cl (centres undefined) | 4% | -22% | -13% | 1% | -12% | 1.1% | -14%[46 µM]
Cc1oc2c(c1C(=O)c1ccc(Cl)cc1)C(=O)C(=O)c1ccccc1-2 | -2% | 43%[activator][38.3 µM] | ? | -3% | ? | -1.6% | ?
Cc1ccc(-c2ccc(/C=C3/NC(=O)NC3=O)o2)cc1[N+](=O)[O-] | 0% | 14% | -26% | -4% | -23% | -1.9% | ?
O=C(NCCCl)NNc1c(Cl)cc(Cl)cc1Cl | 1% | -10% | 7% | 3% | 9% | -0.1% | ?
COc1ccc(S(=O)(=O)NCCCCCC(=O)NCCCN2CCOCC2)cc1 | 2% | -9%[38.3 µM] | 2% | -11% | -4%[46.1 µM] | 0.0% | 3%
Cc1ccc(C)c(NC(=S)Nc2ccc(S(=O)(=O)Nc3ncccn3)cc2)c1 | 1% | -5% | 16% | 0% | 7% | 1.5% | -3%
COc1cc(CNCCCN2CCOCC2)cc(Br)c1OCC(=O)N1CCCCC1 | -1% | 7%[38.3 µM] | -1% | 7% | 0%[46.1 µM] | 1.3% | -3%
OCC1CCCCN1C(=S)Nc1cccc(Cl)c1 (centres undefined) | -3% | 3% | 1% | 1% | 11% | -0.6%[10.1 µM] | 12%[46 µM]
CC(=O)c1ccc(N2C(=O)[C@@H]3C(CCC(N)=O)NC4(C(=O)Nc5c4ccc(Cl)c5C)[C@@H]3C2=O)cc1 (some centres undefined) | -7% | -4%[38.3 µM] | 3% | 3% | -8%[46.1 µM] | -1.9% | 10%
O=C(Oc1ccc(Cl)c2cccnc12)N1CCOCC1 | -2% | -4%[38.3 µM] | 2% | 0% | -4%[46.1 µM] | 0.0% | 12%
O=C(CCN1CCCCC1)c1ccc2c(c1)OCO2 | -1% | 3%[38.3 µM] | 3% | 4% | -4%[46.1 µM] | -3.4% | -28%
S=c1[nH]ncn2c1cc1oc3ccccc3c12 | 0% | 1.1µM* | -2% | -14% | 10µM* | -0.4% | .
O=C1CCC/C1=c1\s/c(=C\c2cccnc2)c(=O)n1-c1ccccc1 | 1% | 24%[38.3 µM] | -11% | 11% | -17%[46.1 µM] | -0.9% | -10%
N#Cc1ccccc1NC(=O)c1cccc(COc2ccc(Cl)cc2Cl)c1 | -2% | 8.9µM* | -7% | -7% | -16% | -2.0% | -4%
COC(=O)C1=C(CN2CCSCC2)NC(=O)NC1c1cc(C)ccc1C (centres undefined) | 6% | 2% | 6% | -6% | 10%[46.1 µM] | -4.7% | -13%
CCOC(=O)c1ccc(-c2ccc(/C=N/NC(=O)Cc3nnc(N)s3)o2)cc1 | . | . | 3% | 7% | -10% | -3.1% | .
Clc1ccc(NC2=NCCC2)cc1Cl | 1% | 3%[38.3 µM] | 1% | 1% | 12%[46.1 µM] | 0.7% | 7%
COC(=O)c1[nH]c2cccc(OC)c2c1NC(=O)C(C)N1CCC(C)CC1 (centres undefined) | 7% | -16%[38.3 µM] | -2% | 3% | 6%[46.1 µM] | -10% | -14%
O=C(N/N=C/c1cccs1)C(O)c1ccccc1 (centres undefined) | . | . | -1% | -3% | 15% | -1.0% | .
COC(=O)Cn1c(CN(Cc2ccccc2)Cc2ccccc2)nc2c1c(=O)[nH]c(=O)n2C | 4% | -4%[38.3 µM] | -6% | -8% | ? | -0.8% | -1%
COc1ccc(/C=N/N=C2/NC(=O)C(CC(=O)NC(N)=O)S2)cc1 (centres undefined) | 0% | -5% | 8% | 2% | 21% | 1.5% | ?
O=C(NCc1ccco1)c1cccs1 | -2% | -7%[38.3 µM] | 0% | 0% | -24%[7.67 µM] | 2.1% | 3%
CCOc1cc2[nH]c(=S)n(CC3CCCN3CC)c(=O)c2cc1OCC (centres undefined) | 1% | 40%[activator][38.3 µM] | 4% | -10% | -9%[46.1 µM] | -1.0% | -2%
CCCCn1c(CN2CCN(c3ccccc3)CC2)nc2c1c(=O)n(C)c(=O)n2C | -1% | 23%[38.3 µM] | 9% | -1% | -1%[46.1 µM] | -0.2% | ?
COc1ccc(C(CCNCc2ccc(OC(C)C)cc2)C(C)C)cc1 (centres undefined) | . | . | 10% | 8% | ? | ? | .

One compound at a time (already shown).
`O=C(NCc1ccco1)c1cccs1` across the screens: Luc counter = -2%; IMPase Li cell = -7%[38.3 µM]; CBFb-RUNX1 inh = 0%; GLA spleen mod = 0%; NPSR antagonist = -24%[7.67 µM]; Epigenetic derep = 2.1%; LMNA splice mod = 3%
`COC(=O)c1[nH]c2cccc(OC)c2c1NC(=O)C(C)N1CCC(C)CC1` (centres undefined) across the screens: Luc counter = 7%; IMPase Li cell = -16%[38.3 µM]; CBFb-RUNX1 inh = -2%; GLA spleen mod = 3%; NPSR antagonist = 6%[46.1 µM]; Epigenetic derep = -10%; LMNA splice mod = -14%
`Clc1ccc(NC2=NCCC2)cc1Cl` across the screens: Luc counter = 1%; IMPase Li cell = 3%[38.3 µM]; CBFb-RUNX1 inh = 1%; GLA spleen mod = 1%; NPSR antagonist = 12%[46.1 µM]; Epigenetic derep = 0.7%; LMNA splice mod = 7%

Other records follow:
SMILES | Luc counter | IMPase Li cell | CBFb-RUNX1 inh | GLA spleen mod | NPSR antagonist | Epigenetic derep | LMNA splice mod
COc1ccc(C(C)=O)cc1CSc1nnc(C)n1-c1ccccc1 | 0% | 1% | -3% | 1% | 7% | -1.9% | 23%
O=C1N/C(=N/Nc2ccccc2)S/C1=C\c1ccccc1 | -11% | 22%[38.3 µM] | -1% | 3% | -20%[46.1 µM] | ? | 8%
CC(=O)NS(=O)(=O)c1ccc2sc(C)nc2c1 | . | . | 6% | -8% | -12% | 11% | .
Cc1ccc(-n2nc(N)c3c(=O)oc(N(C)C)nc32)cc1 | 4% | 1%[38.3 µM] | 0% | -4% | -10%[46.1 µM] | 1.8% | 0%
O=C(Nc1nc2ccccc2[nH]1)c1cccc(S(=O)(=O)N2CCOCC2)c1 | -5% | -4% | 6% | 3% | 9% | -1.3% | 6%
CC(=O)c1cc(C#N)c(Oc2cc(C)cc(C)c2)nc1C | -4% | -16%[38.3 µM] | 13% | 4% | 1%[46.1 µM] | 0.8% | 1%

Screening results (PubChem)
